NIH3T3 tox: NIH 3T3 cell cytotoxicity; NIH 3T3 viability, CellTiter-Glo ATP luminescence, 48-72 h; Potency, µM (top dose mostly 96.7 µM), inactives show top-dose activity change, negative = cytotoxicity, actives largely listed as inhibitors; actives 4.3% (n = 94,000); AID 1345082; further: potency means the concentration at half of the fitted maximal effect; nearly all actives have a fitted effect of over 55% in size
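Mouse fibroblast NIH 3T3 cells, 400 per well, received compound via pintool and were incubated for 48 or 72 hr prior to CellTiter-Glo ATP luminescence measurement.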
SNCA expr inh: reduces expression of the alpha-synuclein gene; AID 1671194; HEK-293 SNCA-luciferase knock-in, luminescence, 24 h; Potency, µM (titrated, usually from 57.2 µM), inactives show top-dose activity change, negative = inhibition, most hits filed as inhibitors; actives 0.17% (n = 140,000);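 further: potency means the concentration at half of the fitted maximal effect; plate controls were DMSO cells for no effect and cell-free wells for full effect; nearly all actives have a fitted effect of over 45% in size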
HEK293 tox: kills HEK 293 cells | Potency, µM (series often up to 115 µM), for the others: at the highest dose activity change, negative = cytotoxicity, most hits filed as inhibitors | actives 6.6% (n = 94,000) | HEK 293 viability, ATP luminescence (CellTiter-Glo), 48-72 h; further: potency means the concentration at half of the fitted maximal effect; nearly all actives have a fitted effect of over 60% in size
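HEK 293 seeded at 250 cells/well receive compound via pintool. After 48 or 72 hr at 37 degree Celsius, 5% CO2 and 95% humidity, CellTiter-Glo is dispensed and luminescence read following 10 min at room temperature.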
GPT2 inhibitor: inhibitors of human GPT2 alanine aminotransferase. Q8TD30. Potency, µM (series often up to 57.7 µM), without a hit: top-dose activity change, negative = inhibition, usual class: inhibitors. actives 0.25% (n = 100,000). Recombinant GPT2, coupled pyruvate oxidase/HRP Amplex Red fluorescence; further: potency means the concentration at half of the fitted maximal effect; nearly all actives have a fitted effect of over 60% in size; many of its hits are not listed in these tables
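Fluorescence read-out: pyruvate from GPT2 turnover coupled to pyruvate oxidase, HRP and Amplex Red (0.2mM ThPP, 0.2U/mL PO and HRP, 50uM Amplex final). Substrates 250uM a-KG, 2mM L-alanine; enzyme 10ng/uL; 30 min RT.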
SNCA viab count: cell viability loss counter-screen; HEK-293-SNCA-luc viability, GF-AFC fluorescence, 24 h; Potency, µM (doses to about 57.1 µM), without a hit: at the highest dose activity change, negative = cytotoxicity, most hits filed as cytotoxic; actives 0.12% (n = 150,000); AID 1671193;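 further: potency means the concentration at half of the fitted maximal effect; 0% = DMSO-treated cells and -100% = medium-only wells without cells; nearly all actives have a fitted effect of over 30% in size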
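Cytotoxicity counterscreen: after 24 h compound treatment of genome-edited SNCA-luciferase HEK-293 cells, live-cell protease substrate GF-AFC read by fluorescence after 30 min; activity scaled between DMSO (0%) and medium-only (-100%), curves Hill-fitted.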
Luciferase inh: blocks purified firefly luciferase enzyme activity. Potency, µM (highest dose often 115 µM), inactives show at the highest dose activity change, negative = inhibition, actives largely listed as inhibitors. P08659. actives 2.5% (n = 76,000). purified P. pyralis luciferase, luminescence, biochemical; further: potency means the concentration at half of the fitted maximal effect; nearly all actives have a fitted effect of over 65% in size
Target sequence (P08659 whole entry, looked up): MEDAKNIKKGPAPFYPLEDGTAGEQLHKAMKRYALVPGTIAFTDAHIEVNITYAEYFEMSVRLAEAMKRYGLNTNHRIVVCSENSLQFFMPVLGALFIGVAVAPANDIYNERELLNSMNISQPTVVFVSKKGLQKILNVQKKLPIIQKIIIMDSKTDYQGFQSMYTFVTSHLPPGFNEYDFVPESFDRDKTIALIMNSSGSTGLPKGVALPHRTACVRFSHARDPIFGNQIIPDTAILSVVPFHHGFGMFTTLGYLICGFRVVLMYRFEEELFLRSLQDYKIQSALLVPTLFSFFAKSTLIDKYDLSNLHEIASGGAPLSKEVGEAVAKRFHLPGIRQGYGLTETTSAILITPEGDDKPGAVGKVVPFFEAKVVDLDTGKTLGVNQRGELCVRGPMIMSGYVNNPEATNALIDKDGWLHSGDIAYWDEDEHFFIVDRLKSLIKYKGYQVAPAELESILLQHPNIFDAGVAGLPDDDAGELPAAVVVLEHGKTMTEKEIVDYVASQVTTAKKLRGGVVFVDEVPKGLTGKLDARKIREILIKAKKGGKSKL
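Inhibitors were tested against purified firefly luciferase in a biochemical, low-substrate format (both substrates at 10uM) and luminescence measured with a CCD imager.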
IP6K1 inhibitor: IP6K1 kinase inhibition. Q92551. IP6K1 kinase, ADP-Glo luminescence, 2 h; active compounds read low. activity change, % (series mostly up to about 58 µM). actives 0.81% (n = 140,000). AID 1645851; in the data active means activity change below about -25%
Target sequence (Q92551 whole entry, looked up): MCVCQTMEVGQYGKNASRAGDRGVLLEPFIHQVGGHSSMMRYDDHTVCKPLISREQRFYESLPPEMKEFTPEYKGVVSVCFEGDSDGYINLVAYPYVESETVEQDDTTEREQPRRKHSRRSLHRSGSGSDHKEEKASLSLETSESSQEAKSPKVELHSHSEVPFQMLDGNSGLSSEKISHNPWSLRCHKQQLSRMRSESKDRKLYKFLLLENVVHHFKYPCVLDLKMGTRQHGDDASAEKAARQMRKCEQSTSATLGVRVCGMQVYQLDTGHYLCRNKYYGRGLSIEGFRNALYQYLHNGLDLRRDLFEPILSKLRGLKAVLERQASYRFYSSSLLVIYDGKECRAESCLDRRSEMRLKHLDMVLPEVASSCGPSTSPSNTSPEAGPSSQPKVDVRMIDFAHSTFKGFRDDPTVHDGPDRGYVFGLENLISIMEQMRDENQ
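ADP-Glo luminescence measures ADP made by human IP6K1 during a 2 h RT reaction with ATP/IP6 (mix at 1.3 mM/130 uM); top library doses 57.5 and 19.1 uM final.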
* = called active by the depositor; i = inactive; ? = inconclusive; nt = not tested or not shown; & = joins results of further samples; [ ] = another dose, or the depositor's remark. Unless noted, the call rests on the fitted dose curve; in most records, active means well fitted curve in the direction sought with a large enough effect; inconclusive means small, poorly fitted or top-dose-only effect, or another doubt; inactive means no such curve, though single readings can be large; an effect the other way counts as inactive or inconclusive. Unless noted, on the % scale 0 is the no-effect control and ±100 the full control effect.

SMILES | NIH3T3 tox | SNCA expr inh | HEK293 tox | GPT2 inhibitor | SNCA viab count | Luciferase inh | IP6K1 inhibitor
CS(=O)(=O)N(C1CCOCC1)C1CCN(C(=O)c2ccc(Cl)cc2)CC1 | -2% | 2% | 3% | 1% | 9% | 10% | -9
CCOc1ccc(N2CC(NC(=O)c3ccc(Cl)cc3)CC2=O)cc1 (centres undefined) | nt | -6% | nt | nt | 4% | nt | 9
O=C(Cc1ccccc1)NC1CCN(CCn2nc3n(c2=O)CCCC3)C1 (centres undefined) | i | nt | 2% | nt | nt | nt | 0
Cc1ccc(-c2c(C(=O)N3CCN(c4cccc(C)c4C)CC3)oc(=O)c3ccccc23)cc1 | nt | 2% | nt | nt | 13% | nt | 17
O=C(Cc1c[nH]c2ccccc12)N[C@H](Cc1ccccn1)C1CC(O)C1 (some centres undefined) | -4% | -10% | -13% | -1% | -9% | -5% | 7
O=C(NC1CCN(C(=O)c2ccc(-c3cccs3)cc2)CC1)c1ccccc1 | ? | 27% | ? | -8% | 0%[12.5 µM] | nt | 16
CCN(Cc1ccccc1)Cc1c(O)ccc2c(=O)c(-c3ccccc3Cl)coc12 | nt | 7% | nt | nt | 3% | nt | 11
O=C(NCc1ccc(F)cc1)c1cc(-c2ccsc2)c2nncn2n1 | -17% | -14% | ? | -10% | -14% | nt | -7
Cc1cc(Nc2ccc(Cl)cc2)n2cnnc2n1 | nt | 11% | nt | nt | -8% | nt | 6
COc1ccc(C)cc1NC(=O)C1COc2ccccc2C1 (centres undefined) | nt | 18% | nt | nt | 2% | nt | 1
COc1ccccc1CNC(=O)Cn1cc2c(n1)-c1c(oc(C(=O)N3CCOCC3)c1C)CC2 | nt | 27% | nt | nt | -15% | nt | 13
CCOC(=O)[C@@H]1CN(C(=O)COc2ccccc2)[C@H]2c3ccc(OC)cc3O[C@@H]12 | ? | nt | -10% | nt | nt | nt | 5
Cc1ccc(NC(=O)N2C[C@@H](F)C[C@H]2C(=O)N2CCc3ccccc3C2)cc1Cl | ? | ? | 28µM* | i | -18% | 8% | 0
CCc1ccc(C(=O)N2CCC(N3C(=O)CCC3C(=O)NCc3ccccc3)CC2)cc1 (centres undefined) | -19% | -20% | -8% | i | -9% | -1% | 4
c1cncc(C2=NOC3(CCN(CC4CCCCC4)CC3)C2)c1 | -16%[138 µM] | -13%[87.6 µM] | -19%[172 µM] | -1% | -11%[87.6 µM] | 1%[172 µM] | 10&-14
N#Cc1ccc(C(=O)N2CC[C@H]3C(=O)NCCCCCCN(Cc4ccncc4)[C@@H]3C2)cc1 | -8% | -5% | -8% | -2% | 2% | 4% | -4
CC(C)CCNC(=O)C1(CCO)CCN(c2ncccn2)C1 (centres undefined) | -25% | 4% | ? | i | -5% | 5% | -6
CCCS(=O)(=O)N1C[C@@H](Oc2ccccc2)C[C@@H]1C(=O)NC | 1% | 8% | -16% | 1% | -5% | 6% | 7
Cc1noc(-c2cn(C3CCN(C(=O)c4cc(F)ccc4F)C3)nn2)n1 (centres undefined) | -11% | 17% | -9% | i | 8% | -4% | 15
COc1ccccc1CNC(=O)c1cc2cc(C)ccc2n1C | nt | 40%[activator] | nt | nt | -3% | nt | 0
COCCNc1ccc(-c2nc(-c3ccncc3)no2)cc1[N+](=O)[O-] | nt | 37%[activator] | nt | nt | 7% | nt | -13
COC(=O)CNC(=O)c1nc(-c2ccc(Cl)cc2Cl)c2cnccn12 | -25% | -18% | -20% | -7% | 2% | nt | -14
CC(=O)N1CCC(N[C@H]2C[C@@H](Cc3cc(CN(C)c4ccccc4)on3)C2(C)C)CC1 | 89µM* | 5%[87.6 µM] | 71µM* | 2%[88.5 µM] | ? | 0%[172 µM] | 17
COC(=O)c1cc2sccc2n1Cc1c(C)cc(C)cc1C | nt | 1% | nt | nt | -7% | nt | 10
O=C(Nc1ccc(F)c(Cl)c1)N1CCC2(CC1)SCC(=O)N2Cc1ccco1 | ? | -13% | ? | 3% | 0% | -13% | 16
(listing goes on)
SMILES | NIH3T3 tox | SNCA expr inh | HEK293 tox | GPT2 inhibitor | SNCA viab count | Luciferase inh | IP6K1 inhibitor
CCOc1ccc(CNS(=O)(=O)c2ccc(-c3coc(C)n3)cc2)cc1OC | nt | 13% | nt | nt | 8% | nt | -9
Cc1ccc(-c2c(C(=O)Nc3ccccc3F)oc(=O)c3ccccc23)cc1 | nt | 8% | nt | nt | 11% | nt | -8
Cc1ccc(-c2nnc3ccccc3c2C(=O)Nc2ccc(C)c(F)c2)cc1 | nt | 123%[activator] | nt | nt | 2% | nt | -4
O=C(OCc1cc(=O)n2nc(-c3cccs3)sc2n1)c1ccc(Cl)cc1 | nt | 19% | nt | nt | 3% | nt | 5
Cc1nc(-c2ccc(F)cc2)sc1CCNC(=O)C(=O)Nc1ccc2c(c1)OCO2 | nt | -2% | nt | nt | 1% | nt | 10
COCc1cc(NCc2cccnc2N(C)Cc2ccccc2)ncn1 | ? | 1% | ? | i | -4% | 1% | 1
CC(C)CC(=O)NC1CCN(c2cnn(CC3CC3)c(=O)c2)CC1 | -22% | -2% | -10% | i | 2% | -1% | 17
COc1ccccc1NC(=O)c1sc2ncn(Cc3ccccc3Cl)c(=O)c2c1C | nt | -14% | nt | nt | -1% | nt | -14
Cc1noc(C)c1C(=O)N1CCC2(CC1)CC(c1cccc(C(F)(F)F)c1)=NO2 | -27% | nt | -14% | nt | nt | nt | 2
Cc1ccc(S(=O)(=O)C(CNS(=O)(=O)c2ccc(F)c(C)c2)c2cccs2)cc1 (centres undefined) | nt | -10% | nt | nt | -6% | nt | 16
O=C(c1cccs1)N1CCCC(CN2CCCC2)CC1 (centres undefined) | 0% | 2% | i | i | -25% | -1% | -12
O=S(=O)(N[C@H]1CO[C@H]2[C@@H]1OC[C@H]2O)c1ccc(Cl)cc1 | i | 3%[87.6 µM] | i | -21%[88.5 µM] | 5%[87.6 µM] | -2%[172 µM] | 13
COCCNC(=O)C[C@@H]1O[C@H](CNC(=O)Nc2cccc(F)c2)[C@@H](O)[C@H]1O | 5%[174 µM] | 29%[87.6 µM] | i | -8%[88.5 µM] | 3%[87.6 µM] | 3%[172 µM] | 21
COC(=O)c1ccc(CNC(=O)CN2CCN(c3nccnc3C#N)CC2)o1 | -2% | -29% | 1% | i | 1% | 6% | 10
Cc1ccc(NC(=O)Nc2ccccc2)c(=O)n1CC(=O)NC1CCCCC1 | -10% | 22% | -9% | i | -6% | -25% | 8
COc1cccc(C(c2sc3nc(-c4ccco4)nn3c2O)N2CCC(O)CC2)c1 (centres undefined) | nt | 14% | nt | nt | -2% | nt | 26
CC[N+]1(CC)CCC(=C(c2ccccc2)c2ccccc2)C1C (centres undefined) | nt | 14%[25.6 µM] | nt | -29% | -8% | nt | 14
Cc1nc(-c2cn(C3CCCN(C(=O)c4cccs4)C3)nn2)no1 (centres undefined) | -2% | -5% | 4% | i | -3% | 7% | -2
O=C(CCc1ccccc1)NCCc1noc(C2CC2)n1 | i | 34%[activator] | 0% | i | 13% | -4% | 17
COc1ccc(CN2CCN3C(=O)N(Cc4ccccc4)C[C@H]3C2)cc1 | -20%[138 µM] | 10%[87.6 µM] | ? | -17%[88.5 µM] | -6%[87.6 µM] | -6%[172 µM] | -7
CCOc1ccc(-n2ccnc2SCC(=O)Nc2cccc3ccccc23)cc1 | nt | -3% | nt | nt | -8% | nt | -20
Cc1ccc(NC(=O)N2C[C@@H](F)C[C@H]2C(=O)N2CCCCC2)cc1 | -22% | 15% | -2% | 0% | 1% | -11% | -2
O=C(Cc1ccccc1F)Nc1ccc2c(N3CCCCC3)ncnc2c1 | ? | 22% | ? | i | -26% | -25% | 3
Cc1ccc(NC(=O)NCCOCCn2c(=O)oc3ccccc32)cc1C | nt | 10% | nt | nt | -3% | nt | 5
COC[C@@H]1[C@H](C(=O)Nc2ccc(C)cc2)CCC(=O)N1C | -14% | -11% | 0% | i | 6% | -2% | 3

Compound profiles (already shown). Values in the order: NIH3T3 tox, SNCA expr inh, HEK293 tox, GPT2 inhibitor, SNCA viab count, Luciferase inh, IP6K1 inhibitor
CCOc1ccc(-n2ccnc2SCC(=O)Nc2cccc3ccccc23)cc1 in the list: nt, -3%, nt, nt, -8%, nt, -20
Cc1ccc(S(=O)(=O)C(CNS(=O)(=O)c2ccc(F)c(C)c2)c2cccs2)cc1 (centres undefined) in the list: nt, -10%, nt, nt, -6%, nt, 16

Following part.
SMILES | NIH3T3 tox | SNCA expr inh | HEK293 tox | GPT2 inhibitor | SNCA viab count | Luciferase inh | IP6K1 inhibitor
COc1cccc(CNC(=O)CCCN2C(=O)CSc3c2c(C)nn3-c2ccccc2)c1 | nt | ? | nt | nt | -12% | nt | 15
O=C(NCCN[S+](=O)([O-])c1ccccc1)c1ccc(-c2cccc(C(F)(F)F)c2)cc1 | ? | nt | ? | nt | nt | nt | 5
O=C([C@@H]1C[C@H](Oc2ccccc2)CN1C(=O)c1ccccn1)N1CCOCC1 | 3% | -1% | i | 5% | 1% | 4% | -4
COc1ccc(CNC(=O)C(=O)NCC(c2ccco2)S(=O)(=O)c2ccc(Cl)cc2)cc1 (centres undefined) | nt | -5% | nt | nt | 4% | nt | -29*
Cc1ccc(NC(=O)Cn2c(=O)n(CCCCC(=O)NCCc3ccc(Cl)cc3)c(=O)c3ccccc32)cc1 | nt | -5% | nt | nt | -3% | nt | -2
C[C@H](O)c1onc(-c2ccccc2)c1C(=O)NC1CCOCC1 | 1%[138 µM] | 20%[87.6 µM] | -15%[172 µM] | 1%[88.5 µM] | 1%[87.6 µM] | -9%[172 µM] | 0
COc1ccc(-c2noc([C@@H]3C[C@@H](O)CN3Cc3ccc(CO)o3)n2)cc1 | -27%[174 µM] | 131%[activator][87.6 µM] | -21%[172 µM] | 0%[88.5 µM] | -10%[87.6 µM] | ? | -5
CNC(=O)N1CCC(C2CCN(C(=O)COc3cccc(C)c3)C2)CC1 (centres undefined) | -7% | ? | i | i | -6%[12.5 µM] | 2% | -4
COc1cccc(CNC(=O)Cn2c(C)cc3nc4n(c(=O)c32)CCCCC4)c1OC | -9% | 1% | 12% | 5% | -6% | -2% | -14
CCCCN(CC)C(=O)CCNS(=O)(=O)c1ccc2c(c1)c(=O)n(C)c(=O)n2C | nt | 10% | nt | nt | 18% | nt | -22
O=C(NCCc1ccccc1)c1cc(Sc2ccc(F)cc2F)nc2ccccc12 | nt | 38%[activator] | nt | nt | 16% | nt | -7
Cc1oc2ncn(C)c(=O)c2c1C(=O)NCCCN1CCCCC1C (centres undefined) | nt | 31% | nt | nt | 0% | nt | 12
Cc1noc(C)c1S(=O)(=O)N(CC(=O)NCCc1ccccc1)c1ccc(C(C)C)cc1 | nt | -7% | nt | nt | 17% | nt | -7
O=C(Cc1c(F)cccc1Cl)N1CCc2n[nH]c(=O)n2CC1 | -22% | -4% | ? | i | -2% | -13% | -8
CS(=O)(=O)N(C1CC1)C1CCOC2(CCN(C(=O)c3ccc(F)cc3)CC2)C1 (centres undefined) | -18% | 2% | 1% | i | -1% | -2% | 10
